ssDAF-12 act – S. stercoralis DAF-12 nuclear receptor activators, primary screen, cell-based, luminescence, HEK293, GRIP1 co-expression, lit1-tk-luc; Nuclear hormone receptor DAF-12 (Strongyloides stercoralis); HEK293 ssDAF-12/GRIP1 lit1-tk-luc reporter; % of 3 µM dafachronic acid response; activation, % at 6.8 µM; hit rate 1% among 370,000; AID 652126, 2013;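 active = activation above the mean over all tested compounds plus 3 SD, cut at about 0.9% in these data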;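 note: 0% = DMSO-only wells and 100% = 3 µM delta7-dafachronic acid wells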
GC-A act – GC-A stimulated cGMP production enhancers – HEK293 GC-A cells, cGMP TR-FRET, EC30 ANP, primary screen. hit rate 0.14% among 370,000. activation, % at 10 µM. 0% at EC30 ANP, 100% saturating ANP. Atrial natriuretic peptide receptor 1 (Homo sapiens), P16066; in the data active = activation above about 40%
Target sequence (P16066 whole entry, looked up): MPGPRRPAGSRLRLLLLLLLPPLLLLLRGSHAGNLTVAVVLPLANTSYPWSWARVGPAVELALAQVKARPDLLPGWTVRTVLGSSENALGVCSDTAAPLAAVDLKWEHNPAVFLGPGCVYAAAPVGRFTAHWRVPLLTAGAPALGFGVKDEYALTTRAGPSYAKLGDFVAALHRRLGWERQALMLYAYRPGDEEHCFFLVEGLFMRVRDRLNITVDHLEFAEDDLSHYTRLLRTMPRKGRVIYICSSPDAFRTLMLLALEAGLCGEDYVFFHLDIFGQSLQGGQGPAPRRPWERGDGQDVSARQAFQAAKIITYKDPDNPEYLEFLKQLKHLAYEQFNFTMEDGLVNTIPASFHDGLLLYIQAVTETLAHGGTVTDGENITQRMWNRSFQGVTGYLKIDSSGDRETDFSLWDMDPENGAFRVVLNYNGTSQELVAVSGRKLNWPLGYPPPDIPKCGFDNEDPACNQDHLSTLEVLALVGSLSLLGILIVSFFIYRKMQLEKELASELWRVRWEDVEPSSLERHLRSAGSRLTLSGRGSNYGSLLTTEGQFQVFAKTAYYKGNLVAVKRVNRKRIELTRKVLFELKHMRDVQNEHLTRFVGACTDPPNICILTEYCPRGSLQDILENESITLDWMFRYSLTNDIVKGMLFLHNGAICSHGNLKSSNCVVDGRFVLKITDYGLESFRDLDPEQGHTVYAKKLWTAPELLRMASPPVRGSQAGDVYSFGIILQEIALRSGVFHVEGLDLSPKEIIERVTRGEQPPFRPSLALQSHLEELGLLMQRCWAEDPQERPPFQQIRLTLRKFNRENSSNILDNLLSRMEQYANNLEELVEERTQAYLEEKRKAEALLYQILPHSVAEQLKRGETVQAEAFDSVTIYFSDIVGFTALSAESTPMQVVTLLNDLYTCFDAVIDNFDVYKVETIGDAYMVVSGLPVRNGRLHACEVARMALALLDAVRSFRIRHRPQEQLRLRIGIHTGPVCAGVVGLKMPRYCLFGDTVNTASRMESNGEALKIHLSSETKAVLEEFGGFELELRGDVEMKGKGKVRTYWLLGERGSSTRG
SMARCA2 activ – SMARCA2 (BRM) function activators, primary screen, cell-based, luminescence, high throughput. MG213 cells, MMTV-luciferase reporter, dexamethasone, overnight. hit rate 1% among 370,000. activation, % at 9.1 µM; in the data active = activation above about 7.8%;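 note: 0% = vehicle wells and 100% = reference activator wells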
sPLA2-III inh – human group III sPLA2 inhibitors, primary screen, biochemical, QFRET, BODIPY PC-A2 liposome substrate. Group 3 secretory phospholipase A2 (Homo sapiens), Q9NZ20. QFRET BODIPY PC-A2 liposome hydrolysis, fluorescence. inhibition, % at 12.2 µM. hit rate 0.56% among 370,000. AID 743126, 2013;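 active = inhibition above mean plus 3 SD of compounds lying within the high and low control bounds, cut at about 19% in these data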;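 note: 0% = median of test compound wells and 100% = no enzyme DMSO wells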
hgDAF-12 ag – H. glycines DAF-12 receptor agonists, primary screen, cell-based, luminescence, HEK293, GAL4 fusion, UAS-luciferase | activation, % at 6.8 µM | HEK293 GAL4-hgDAF12 UAS-luciferase reporter, agonist luminescence; normalized to butyrate control | Nuclear hormone receptor DAF-12 (Heterodera glycines), GAL4 fusion | hit rate 1.8% among 370,000 | AID 687014, 2013;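 active = activation above a cutoff set at the mean of all screened compounds plus 3 SD, cut at about 10% in these data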;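 note: 0% = DMSO wells and 100% = sodium butyrate wells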
FXN GAA850 act – FXN promoter activators, primary screen, cell-based, luciferase luminescence, HEK293 lucGAA850. hit rate 0.56% among 360,000. activation, % at 6 µM. HEK293 lucGAA850 FXN promoter luciferase reporter, 24 h; percent of 10 µM SAHA response;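 active = activation above the average of all compounds screened plus 3 SD, cutoff fixed separately per campaign, cut at about 7.5% in these data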;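 note: 0% = DMSO wells and 100% = 10 µM SAHA wells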
DAX1 inh-1 – DAX1 (NR0B1) inhibitors on StAR promoter, primary screen, cell-based, luminescence, SF-1 (NR5A1), full-length DAX-1; HEK293T StAR-luciferase reporter, SF-1/DAX-1 repression relief; inhibition, % at 6.8 µM; hit rate 1.1% among 370,000; AID 652010, 2013;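 active = inhibition above the mean over all tested compounds plus 3 SD, cut at about 3.6% in these data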;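 note: 0% = DAX-1 cells with DMSO and 100% = cells lacking DAX-1 with DMSO; higher inhibition means more luminescence from relief of DAX-1 repression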
ADAM10 inh – human ADAM10 inhibitors, primary screen, biochemical, QFRET, HTS | Disintegrin and metalloproteinase domain-containing protein 10 (Homo sapiens), O14672 | recombinant ADAM10, EDANS/DABCYL FRET peptide cleavage, 3 h | inhibition, % at 7 µM | hit rate 0.62% among 370,000 | AID 720582, 2013;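 active = inhibition above a per-campaign cutoff equal to the mean of compounds falling between control-based bounds plus 3 SD, cut at about 20% in these data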;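 note: 0% = DMSO wells while the 100% control is not disclosed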
hcDAF-12 act – H. contortus DAF-12 nuclear receptor activators, primary screen, cell-based, luminescence, HEK293, lit1-tk-luc reporter. HEK293 hcDAF-12 lit1-tk-luc reporter; 0% DMSO, 100% Δ7-dafachronic acid. activation, % at 6.8 µM. hit rate 1.4% among 370,000. AID 652067, 2013;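 active = activation above the mean of all tested compounds plus 3 SD, cut at about 5.5% in these data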;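 note: 100% = response to 3 µM Δ7-dafachronic acid high control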
DAX1 inh-2 – DAX1 (NR0B1) inhibitors, primary screen, cell-based, HEK293, Gal4-DAX1, luciferase luminescence. HEK293 Gal4-DAX1 luciferase reporter. inhibition, % at 6.75 µM. hit rate 0.99% among 340,000. AID 504766, 2011;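 active = inhibition above the mean over all tested compounds plus 3 SD, cut at about 4.2% in these data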;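 note: 0% = DAX1-transfected cells with DMSO and 100% = empty-vector control cells with DMSO; inhibition shows as a rise in luminescence from relieved DAX1 repression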
GC-B act – human GC-B receptor activators, primary screen, HEK293 GC-B cells, cGMP TR-FRET, EC30 CNP; 0% at EC30 CNP, 100% saturating CNP; activation, % at 10 µM; hit rate 0.11% among 370,000;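 active = activation at 10 µM reaching about 35% in either raw or pattern-adjusted values, limit read from the data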
* = called active by the depositor; i = inactive; nt = not tested or not shown. Compounds as they come; any-hit rate near 6.6%.

SMILES	ssDAF-12 act	GC-A act	SMARCA2 activ	sPLA2-III inh	hgDAF-12 ag	FXN GAA850 act	DAX1 inh-1	ADAM10 inh	hcDAF-12 act	DAX1 inh-2	GC-B act
Cc1cc2ncn(C(=O)c3c(-c4c(Cl)cccc4Cl)noc3C)c2cc1C	-0.6	-2	-4	-2	-1.1	3.7	0.2	-4	-0.3	-0.5	3
COc1cccc(NC(=O)c2ccc(N3C(=O)C4CCC(C)CC4C3=O)cc2)c1 (centres undefined)	-1.3	2	-2	-16	1.6	-1.6	-1.1	-9	-0.6	-0.4	-2
CC(C)C[C@H](N)c1nnc(SCC(=O)Nc2ccc(Br)cc2)o1	-0.1	1	-1	5	3.6	0.6	0.3	-6	-2.4	-0.5	0
CCCCCCCCCCS(=O)(=O)N/N=C/c1ccc([N+](=O)[O-])cc1	-0.9	0	0	-20	-0.6	1.2	-0.3	7	-0.5	-1.0	-4
O=C(CCc1ccccc1)N1CCCC1	-1.5	1	-4	0	2.2	-0.5	0.1	-3	-0.4	1.1	-2
CCN(CCC(=O)Nc1cc([N+](=O)[O-])ccc1OC)Cc1ccccc1	-1.7	-2	9.7*	5	1.3	1.2	-0.6	12	3.1	-0.4	1
Cc1nc2ccc(NC(=O)COc3ccccc3C)cc2s1	-0.7	4	3	-2	0.9	1.9	0.4	-3	-1.1	0.5	0
Cc1cc(OCC(=O)OCC(=O)NC2CCCCCC2)ccc1Cl	-1.2	2	-2	5	-0.8	0.8	0.8	-11	0.1	-0.1	-4
Cc1ccccc1CNS(=O)(=O)c1csc(C(N)=O)c1	-1.0	3	-3	4	1.6	-1.7	0.0	1	0.1	0.3	-4
COc1ccccc1C(=O)Nc1nc2ccc(S(C)(=O)=O)cc2s1	-0.5	0	-2	0	3.2	0.3	-1.0	-4	0.6	0.6	0

Random excerpt: 3 records from the list, in no set order.
SMILES	ssDAF-12 act	GC-A act	SMARCA2 activ	sPLA2-III inh	hgDAF-12 ag	FXN GAA850 act	DAX1 inh-1	ADAM10 inh	hcDAF-12 act	DAX1 inh-2	GC-B act
COc1ccccc1C(=O)Nc1nc2ccc(S(C)(=O)=O)cc2s1	-0.5	0	-2	0	3.2	0.3	-1.0	-4	0.6	0.6	0
Cc1nc2ccc(NC(=O)COc3ccccc3C)cc2s1	-0.7	4	3	-2	0.9	1.9	0.4	-3	-1.1	0.5	0
CCN(CCC(=O)Nc1cc([N+](=O)[O-])ccc1OC)Cc1ccccc1	-1.7	-2	9.7*	5	1.3	1.2	-0.6	12	3.1	-0.4	1

Next section:
SMILES	ssDAF-12 act	GC-A act	SMARCA2 activ	sPLA2-III inh	hgDAF-12 ag	FXN GAA850 act	DAX1 inh-1	ADAM10 inh	hcDAF-12 act	DAX1 inh-2	GC-B act
O=C(NCC1CCCCC1)C1CCC(=O)N(CCc2cccc(F)c2)C1 (centres undefined)	-0.8	2	-1	-6	-2.2	-0.9	-0.2	0	0.7	-1.0	1
Cc1cc(NC(=O)c2cccc(Oc3ccccc3)c2)n[nH]1	-0.5	18	-1	-2	19*	3.4	3.7*	15	4.0	3.2	2
O=C(CN1C(=O)c2ccccc2C1=O)NC1CCCCC1	-1.2	0	0	-4	1.8	1.3	1.5	5	-2.0	0.0	5
Cc1ccc(C)c(NC(=O)Cc2csc(-c3ccccc3)n2)c1	-0.6	1	-1	1	-0.1	2.6	-0.1	5	2.2	0.9	1
COCCNC(=O)c1onc(CSc2ccccn2)c1C(=O)NCCOC	-1.2	2	2	7	-0.3	0.5	0.2	0	0.6	1.5	2
COc1ccc(-n2c(=O)[nH]cc(C(=O)N3CCc4ccccc43)c2=O)cc1	-1.6	5	4	-7	1.5	-0.3	-0.3	-4	-0.6	0.2	0
Cc1ccc(S(=O)(=O)N(C)CCN(C)S(=O)(=O)c2ccc(C)cc2)cc1	-0.7	1	-4	8	-1.2	2.0	-0.2	-8	0.0	0.6	2
CCOC(=O)c1[nH]c2cc(OC)c(OC)cc2c1NC(=O)C(C)N1CCN(Cc2ccccc2)CC1 (centres undefined)	-1.0	14	-4	2	-3.3	-2.0	-1.5	i	-2.0	-2.1	20
O=C(O)c1cn(-c2ccc(F)cc2)c(=O)c2ccccc12	0.1	1	1	-1	0.7	2.3	0.1	-12	3.9	2.0	-2
COc1ccc(NC(=O)CS(=O)CC(=O)Nc2ccc(NC(C)=O)cc2)cc1 (centres undefined)	-0.9	5	-2	5	-2.6	2.5	0.0	-2	0.2	0.8	1
CCC(C)Nc1nc2c(c(=O)n(C)c(=O)n2C)n1Cc1cccc(C)c1 (centres undefined)	-1.2	20	-6	4	-2.5	0.5	0.4	-9	0.1	-1.7	11
COc1ccc(-c2cnc(N)n2CC2CCCO2)cc1 (centres undefined)	-1.7	-4	-1	4	-0.6	-0.2	-0.5	-38	-1.5	-2.5	6
CC(C)C[C@@H](CNCC(=O)[C@H](CC(=O)O)NC(=O)c1[nH]cnc1C(=O)N[C@H](CN)CC(C)C)NC(=O)c1nc[nH]c1C(=O)N[C@@H](Cc1ccccc1)C(=O)O	-0.8	5	-5	-8	-1.5	-0.7	0.9	-8	0.3	0.2	-4
Oc1ccc(CCNc2c3ccccc3nc3ccccc23)cc1O	-0.8	4	8.4*	4	-0.1	-2.1	-0.5	i	-0.2	-0.3	-15
O=C(Nc1ccccc1)OCCNC(=O)c1cccc(Br)c1	-1.0	-3	4	-6	1.6	1.2	-0.5	9	-0.9	0.1	-2
COC1C(CO)OC(n2cnc3c(=S)nc(N)[nH]c32)C1O (centres undefined)	-1.0	24	5	4	0.8	-2.4	0.4	0	0.0	1.8	28
COc1ccc2cc3cc(C(=O)NCC4COc5ccccc5O4)oc3nc2c1 (centres undefined)	-1.5	7	-3	-21	-1.1	-0.7	-1.1	i	-1.8	-0.4	14
COC(=O)C1CCCN(C(=O)C2CCN(S(=O)(=O)c3cccc4cccnc34)CC2)C1 (centres undefined)	-1.6	-9	-5	1	2.9	nt	1.3	-4	-5.0	nt	-5
CC(/C=C1\SC(=S)N(NS(=O)(=O)c2ccccc2)C1=O)=C\c1ccccc1	-1.4	-3	-2	-14	1.4	1.2	0.6	7	-0.5	1.2	-9
C[C@@H]1CN([C@@H](C)CO)C(=O)c2cc(NC(=O)C3CC3)ccc2O[C@@H]1CN(C)C(=O)NC1CCCCC1	-1.1	-1	0	9	-0.3	-0.2	0.4	-2	-0.7	-0.6	-3
O=C(N/N=C\c1ccc(-c2ccc([N+](=O)[O-])cc2)o1)C1COc2ccccc2O1 (centres undefined)	-1.6	8	-3	-1	0.5	1.6	-0.2	-1	-0.3	-0.6	0
COc1ccc(NCN2C(=O)C3C4C=CC(C4)C3C2=O)cc1 (centres undefined)	-0.6	-2	0	0	-1.2	-1.7	0.0	1	0.9	0.6	-3
O=C(O)C1CCCN1C(=O)c1cccs1 (centres undefined)	-1.3	1	-2	5	-0.4	-1.7	0.2	3	-1.1	1.8	2
[O-]/[N+](=C/c1ccco1)c1ccccc1	0.3	3	-1	3	4.7	1.9	0.2	0	3.3	0.5	-3
CCN(CC(=O)NCc1ccncc1)S(=O)(=O)c1ccccc1	-1.1	-1	-2	3	-2.0	1.8	1.1	-4	-2.0	1.6	5
Cc1ccc(-n2c(CCc3nc4ccccc4[nH]3)n[nH]c2=S)cc1	-1.9	-2	-3	13	-1.5	0.6	-0.1	7	1.9	-0.8	-3
O=C(CN1CCC(n2nnc3cc(C(F)(F)F)ccc32)CC1)NNC(=O)c1ccco1	-2.1	-4	0	2	-0.3	1.9	-0.4	0	-1.3	0.3	-2
O=C(N/N=C/c1ccccc1Cl)c1cccc(F)c1	0.3	1	3	-1	17*	3.7	3.7*	-9	3.1	1.5	-5
Cc1cc(C)cc(NC(=O)CCNS(=O)(=O)c2cc(Br)cnc2N)c1	-1.0	-4	-1	-31	0.8	1.9	0.1	-4	-0.4	-0.1	-1
NNC(=O)C1=NOC(CNc2ncc(C(F)(F)F)cc2Cl)C1 (centres undefined)	-1.1	0	-2	1	-0.1	1.7	-0.8	-10	-2.4	-1.0	-17
COc1ccc2[nH]c(C(=O)O)c(NS(=O)(=O)c3ccc(OC)c(OC)c3)c2c1	0.0	-1	-2	-6	1.3	-0.2	0.1	-74	2.2	0.8	-1
O=C(CCCCCNc1nc(=S)[nH]c2ccccc12)NCCc1ccc(Cl)cc1	-1.7	-1	0	1	-0.1	-0.1	-0.4	1	-0.5	-1.6	-4
Cc1cccc(N(C)C(=O)CCS(=O)(=O)c2cc3c(cc2Cl)NC(=O)CO3)c1	-1.1	-2	-1	-5	2.1	-0.4	-0.6	-1	-1.9	-0.3	5
COc1ccc(NCc2nnc(SCC(=O)Nc3nc(-c4ccccc4)cs3)n2-c2ccccc2)cc1	-1.5	1	0	2	2.4	-2.0	-0.3	6	-1.3	0.8	-2
COc1ccc(NC(=O)CN(C)C(=O)c2ccc(NS(=O)(=O)c3ccc(C)c([N+](=O)[O-])c3)cc2)cc1	-0.8	1	3	-18	-1.1	0.1	0.2	9	1.0	-1.1	-1
CCCC(=O)Nc1ccc(C(=O)Nc2nnc(COC)s2)cc1	-1.4	-3	2	1	-1.3	1.6	-0.2	5	-0.9	1.1	1
COc1ccc(-c2cc(C#N)nc(N3CCNCC3)n2)cc1	-1.3	2	-1	13	3.9	1.2	-1.3	-92	-0.4	0.3	-8
CCOc1ccc(NC(=O)COC(=O)CSCC(=O)Nc2ccc(C)cc2C)cc1	-0.8	2	0	5	-1.6	0.0	1.9	-1	-0.6	0.3	-1
C=CC(COCc1ccccc1)N(Cc1ccccc1)S(=O)(=O)c1ccccc1Br (centres undefined)	-1.5	-3	-1	-11	-0.6	-0.2	-0.1	-5	-0.8	1.0	-7
O=C(O)CCCCCN=Cc1c(O)c2ccccc2oc1=O	-1.1	-1	-2	0	0.1	0.0	1.0	-7	-0.9	0.1	-2
O=C(O)C1CCCCN1c1ccccc1[N+](=O)[O-] (centres undefined)	-0.2	1	1	2	2.5	nt	0.1	1	-0.6	nt	8
COc1ccc(C(=O)OCC(=O)N2CCOCC2)cc1S(=O)(=O)N1CCOCC1	-0.3	1	-3	4	-0.7	1.3	-0.4	-8	-0.8	-0.6	2
NC(=S)N/N=C/c1coc2ccc(O)cc2c1=O	-1.3	1	3	10	5.0	2.8	0.3	5	-2.2	4.1	2
Cc1ccc2oc(-c3cccc(NC(=O)c4ccc(Br)o4)c3)nc2c1	0.3	7	4	8	6.5	5.6	0.8	-21	3.6	2.1	-3
